Source: PubChem
MEKK2wt PB1 HTS = modulators of MEK5 binding to wildtype MEKK2, primary screen, biochemical, multiplex bead flow cytometry, Alexa488-MEK5. Alexa488-MEK5 binding to MEKK2 WT; actives lie on both sides. AID 1531, 2009. 1.1% of 290,000 active. binding response (% of control), % at 10 µM; in the data active means binding response below about 67% or above about 130%
UBC9 SUMO inh = inhibitors of in vitro SUMOylation cascade, primary screen, biochemical, HTRF, uHTS. SUMO-conjugating enzyme UBC9 (Homo sapiens), P63279. HTRF SUMOylation assay, SAE1/SAE2 + UBC9. inhibition, % at 35 µM. 0.36% of 290,000 active; in the data active means inhibition above about 50%, passing the limit was not always enough; further: strong numbers were not always called active
IDE inh = human IDE inhibitors in live cells, primary screen, fluorescence polarization, HEK cells, FAbetaB substrate. Insulin-degrading enzyme (Homo sapiens), P14735. FAbetaB cleavage. inhibition, % at 5.59 µM. 0.41% of 320,000 active. AID 434962, 2010;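 active means percent inhibition above the average of all tested compounds plus 3 SD, set per screening campaign, cut at about 16% in these data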;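 further: IDE supplied by intact live HEK cells; FP after avidin binding of uncleaved biotin substrate so inhibition keeps polarization high; 0% = DMSO wells and 100% = 60 µM reference IDE inhibitor Ii1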
Target sequence (P14735 whole entry, looked up): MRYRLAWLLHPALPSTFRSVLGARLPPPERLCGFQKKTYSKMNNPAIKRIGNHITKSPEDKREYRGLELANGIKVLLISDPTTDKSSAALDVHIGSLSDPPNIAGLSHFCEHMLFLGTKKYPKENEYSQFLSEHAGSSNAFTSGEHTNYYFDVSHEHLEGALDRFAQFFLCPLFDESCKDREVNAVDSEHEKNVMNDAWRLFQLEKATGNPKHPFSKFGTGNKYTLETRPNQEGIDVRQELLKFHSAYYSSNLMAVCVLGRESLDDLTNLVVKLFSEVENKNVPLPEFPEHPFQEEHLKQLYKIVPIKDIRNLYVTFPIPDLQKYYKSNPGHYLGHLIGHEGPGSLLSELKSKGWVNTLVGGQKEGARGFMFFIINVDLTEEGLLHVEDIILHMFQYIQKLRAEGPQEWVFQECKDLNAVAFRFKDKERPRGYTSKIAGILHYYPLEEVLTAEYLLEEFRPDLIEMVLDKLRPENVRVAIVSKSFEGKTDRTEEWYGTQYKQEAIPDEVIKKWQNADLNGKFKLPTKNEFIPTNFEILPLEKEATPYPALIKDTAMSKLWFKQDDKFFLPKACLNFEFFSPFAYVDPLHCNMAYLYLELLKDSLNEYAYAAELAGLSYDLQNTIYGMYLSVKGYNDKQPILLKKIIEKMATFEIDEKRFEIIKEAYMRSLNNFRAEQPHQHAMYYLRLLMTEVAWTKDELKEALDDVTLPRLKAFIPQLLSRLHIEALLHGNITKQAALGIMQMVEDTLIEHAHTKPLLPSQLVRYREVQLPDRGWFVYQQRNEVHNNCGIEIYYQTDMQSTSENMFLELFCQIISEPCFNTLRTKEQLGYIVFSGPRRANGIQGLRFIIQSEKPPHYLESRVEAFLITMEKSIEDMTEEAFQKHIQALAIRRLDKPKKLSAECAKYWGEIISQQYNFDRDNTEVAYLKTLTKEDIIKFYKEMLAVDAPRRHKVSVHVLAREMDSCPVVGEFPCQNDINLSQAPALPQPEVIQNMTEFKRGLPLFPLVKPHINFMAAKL
NALP1 inh = NALP1 inflammasome inhibitors in reconstituted yeast, colorimetric, S. cerevisiae, triplicate retest; inhibition, % at 10 µM; S. cerevisiae NALP1/ASC/caspase-1 growth, X-gal OD620, 72 h; AID 2071, 2009; 0.61% of 280,000 active; in the data active means inhibition mostly above about 24%, no sharp cut-off; inactive means mostly below about 32%; further: some compounds called inactive have numbers as strong as hits
MEKK3 PB1 HTS = modulators of MEKK3-MEK5 PB1 binding, primary screen, biochemical, wildtype MEKK3, multiplex bead flow cytometry, Alexa488-MEK5. bead-based flow cytometry, Alexa488-MEK5 binding to MEKK3; actives lie on both sides; 0 = blocked by unlabeled MEK5, 100 = vehicle. Mitogen-activated protein kinase kinase kinase 3 (Homo sapiens), Q99759. binding response (% of control), % at 10 µM. 1.4% of 290,000 active. AID 1529, 2009;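 active means binding response more than 3 SD above or below the average of its plate-row segment, actives on both sides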;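 further: Alexa488 bead fluorescence after subtracting the streptavidin-only scavenger bead signal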
p-CIP stab down = p/CIP-EGFP fusion destabilizers, primary screen, fluorescence, F442A cells; Q05BA5; 16 h; decrease of EGFP signal, % at 10 µM; 0.01% of 290,000 active; AID 1984, 2009;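 active means EGFP signal decrease of at least 30% at 10 µM or well 3 SD below plate mean, unless failing retest; inactive means the rest, including hits failing retest or dose response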; further: some compounds called inactive have numbers as strong as hits; many of its hits are not listed in these tables
MEKK2mut PB1 HTS = MEK5 binding signal on mutant MEKK2 PB1, primary screen, biochemical, multiplex bead flow cytometry, Alexa488-MEK5; 0.35% of 290,000 active; Alexa488-MEK5 binding to MEKK2 mutant; percent response, % at 10 µM; in the data active means percent response above about 24%, passing the limit was not always enough; further: inactives centre near 1; some results filed as inactive read as strong as hits; reference of the scale not given here
IDE act = human IDE activators in live cells, primary screen, fluorescence polarization, HEK cells, FAbeta-B substrate; Insulin-degrading enzyme (Homo sapiens), P14735; FAbeta-B cleavage; 0% vehicle, 100% cell-free pure enzyme wells; 0.073% of 340,000 active; activation, % at 5.96 µM;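 active means activation above the mean of all tested compounds plus 3 SD, set per screening campaign, cut at about 17% in these data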
M18AAP inhibitor = PfM18AAP inhibitors, malaria aminopeptidase, primary screen, biochemical, QFRET, recombinant enzyme. AID 1822, 2009. 1.2% of 290,000 active. H-Glu-NHMec fluorogenic cleavage. inhibition, % at 7.35 µM;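 active means inhibition above the campaign mean inhibition over all tested compounds plus 3 SD, cut at about 28% in these data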;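 further: 0% = plate median of test compound wells and 100% = 2 mM ZnCl2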
An asterisk follows results filed as active; / = not tested or not shown; [ ] = dose if it differs, or a comment. This is a subset. The share of hits here may be higher or lower than overall.

SMILES	MEKK2wt PB1 HTS	UBC9 SUMO inh	IDE inh	NALP1 inh	MEKK3 PB1 HTS	p-CIP stab down	MEKK2mut PB1 HTS	IDE act	M18AAP inhibitor
COCCn1c(C)cc(C(=O)COc2ncnc3ccc(Br)cc23)c1C	93	8	2	-4	99	-8	-8	4	-5
COc1ccc(CNC(=O)C(c2ccco2)N(Cc2cccs2)C(=O)Cc2cccs2)cc1 (stereo unspecified)	105	0	1	22	102	-1	3	1	-1
C=CCc1cccc(CNc2nc3ccccc3n2CCC)c1O	109	-19	8	9	101	-7	-2	0	0
CCOc1cc2[nH]c(=O)n(CCCCCC(=O)NC3CCCC3)c(=O)c2cc1OCC	99	10	7	-27	98	2	-5	4	1
COc1cc(CNc2ccc3[nH]c(=O)[nH]c3c2)cc(Br)c1OCC(=O)NC(C)(C)C	99	-8	3	7	99	-3	0	1	-15
Cc1cccc(/C=N/NC(=O)Cn2nccc2C)n1	79	6	9	18	94	-3	-2	3	-9
O=C(Nc1nccs1)C1CCCN1S(=O)(=O)c1cccc2cccnc12 (stereo unspecified)	100	0	4	-15	104	8	2	4	-3
CC1CCCCN1C(=O)Nc1cccc(C(F)(F)F)c1 (stereo unspecified)	104	7	5	1	105	-13	6	-4	4
COc1ccc(NC(=O)CN(C)C(C)C(=O)NC(=O)NC2CCCCC2)cc1 (stereo unspecified)	94	-10	-1	7	92	4	3	4	8
Cc1cc(-c2nnc(SCC(=O)Nc3nccs3)o2)no1	104	12	0	/	95	5	1	7	7
Nc1nsc2ccccc12	101	5	-3	39	97	9	0	-4	2
CCOC(=O)COc1c(OC)cc(Cl)cc1C1NC(=O)NC(C)=C1C(C)=O (stereo unspecified)	100	4	-1	-8	101	-2	4	4	1
CCCN(CCC)C(=O)c1cc(-c2ccc3c(c2)OCO3)nc2ccccc12	103	14	-1	14	102	-4	3	7	-6
Cc1cccc(N2C(=S)N=C(Nc3c(C)cccc3C)C23CCOC(C)(C)C3)c1 (stereo unspecified)	104	5	2	22	103	8	2	3	5
O=C(C(Cc1ccccc1)n1cccc1)N1CCN(c2ccccc2)CC1 (stereo unspecified)	109	-12	3	54	103	-14	4	4	-4
O=C(c1ccccc1Br)N(Cc1ccccc1)c1ccccc1	104	5	4	24	103	-15	1	4	0
CN(C)C(/C=C/Nc1ccc(C#N)cc1)=C(C#N)C#N	107	27	10	14	109	-1	12	0	-6
CC(=O)C(=Cc1cc(C)n(-c2ccccc2)c1C)C(C)=O	102	-7	-1	-2	102	-14	0	-1	8
O=C(COC(=O)c1ccc(S(=O)(=O)N2CCOCC2)cc1)NC1CCCCCC1	108	-12	-1	-17	104	-16	5	2	1
COc1ccc(C2CC(=O)Nc3ccccc3S2(=O)=O)cc1OC (stereo unspecified)	103	-12	-2	12	102	-2	1	4	6
O=C(O)CCCN1C(=O)/C(=C\c2ccco2)SC1=S	94	39	/	3	99	-13	-8	-1	18
CCNC(=O)NC(=O)C(C)OC(=O)C(C)(C)Oc1ccc(Cl)cc1 (stereo unspecified)	103	-4	3	21	104	8	4	0	4
CCCC(=O)Nc1ccc2c(c1)nc(CCN1CCCCC1)n2C	98	-4	-4	-1	97	3	-9	2	-2
Cc1ccc(C(=O)NNC(=O)c2cccc(C)c2)cc1	85	10	-2	12	92	-17	-10	2	4
Cc1[nH]nc2c1C(c1ccc(OC(=O)c3ccco3)cc1)C(C#N)=C(N)O2 (stereo unspecified)	95	13	6	-4	89	2	-11	-1	4
Cn1ccnc1COc1ccc(C=O)cc1	111	10	-1	11	105	-12	2	4	-3
On1cnnc1-c1ccccc1	105	-1	1	25	102	4	4	-1	-1
COc1cc2c(cc1OC)CN(Cc1nc3ccsc3c(=O)[nH]1)CC2	120	16	1	/	113	-14	9	-1	-5
CSCc1ccc(C(=O)Nc2ccc(C(N)=O)cc2)cc1	107	-4	9	0	104	2	7	-6	-6
CN1CCN(c2ccccc2NC(=O)c2ccccc2F)CC1	93	-4	6	/	89	-6	-1	1	15
O=c1ccc2c(o1)/C(=C/C=C(Cl)Cl)CCC2	91	19	3	7	93	-13	-2	2	12
CC(=O)NC(c1cccc([N+](=O)[O-])c1)c1ccc2cccnc2c1O (stereo unspecified)	100	-21	/	5	101	-1	-2	3	10
CCCC1S/C(=N/N=C/c2ccc(OC)cc2)N(Cc2ccccc2)C1=O (stereo unspecified)	104	-23	0	-3	104	-26	3	3	2
CCc1cccc(CC)c1NC(=S)NCCc1ccc(O)c(O)c1	102	-2	-2	1	101	-2	0	3	65*
COc1ccc2cc3cc(C(=O)NC(C)C)oc3nc2c1	117	33	1	-2	124*	-8	5	-1	0
CCOC(=O)N1CCN(Cc2cn[nH]c2-c2cccc3ccccc23)CC1	96	5	4	15	104	5	-11	6	-9
Cc1onc(-c2ccccc2Cl)c1C(=O)NCc1nc(-c2ccccc2)no1	115	7	2	27	113	-2	11	-5	-1
CC1Cc2ccccc2N1C(=O)COC(=O)Cn1cnc2ccccc2c1=O (stereo unspecified)	101	8	2	2	97	-4	-3	-2	-2
CCOC(=O)N1CCN(C(=O)COc2ccccc2Cl)CC1	109	5	-5	12	110	4	6	-2	-14
CCCCC(=O)Nc1ccc2c(c1)nc(CN1CCN(C(=O)OCC)CC1)n2C	102	11	1	3	100	-13	11	-1	-8
CCC/C=N/NC(=O)c1cc(-c2ccccc2)nc2ccccc12	100	8	11	11	92	-1	-1	9	3
COc1ccc(N(C(=O)c2ccc3c(c2)OCO3)C2C=CS(=O)(=O)C2)c(OC)c1 (stereo unspecified)	97	-9	2	12	100	2	0	0	4
Cc1cc(C)cc(SCc2noc(C(=O)NCc3ccccc3)c2C(=O)NCc2ccccc2)c1	94	-34	5	/	109	8	3	8	/
CN1CCN(Cc2cccc3ncccc23)CC1CCO (stereo unspecified)	103	4	/	5	101	1	8	3	-1
CCCCC(=O)OCC(=O)c1[nH]c(C)c(C(=O)OCC)c1C	99	0	3	-2	104	2	2	6	1
COc1cccc(C2CC(c3ccccc3C)n3nc(N)nc3N2)c1 (stereo unspecified)	95	-1	7	37	95	-10	1	-1	-2
CCOC(=O)c1ccc(NC(=O)CSC2=NC(=O)C(CC)C(=O)N2)cc1 (stereo unspecified)	94	22	3	8	94	-7	-2	3	22
Cc1ccc(NC(=O)CSCc2cc(=O)n3nc(C4CC4)sc3n2)cc1	103	-16	5	10	102	10	1	-1	2
CCOC(=O)Cc1csc(NS(=O)(=O)c2ccc(C(F)(F)F)cc2)n1	101	1	1	-4	105	-48	0	/	-1
Cc1ccccc1/C=C\c1nc2ccccc2c(=O)[nH]1	102	25	5	5	99	22	0	11	0
COc1cc(CCN2C(=O)c3cccc4cccc(c34)C2=O)c(S(=O)(=O)NCCO)cc1OC	108	-7	6	37	103	-9	20	4	3
Cc1ccc2c(c1)N(CC(=O)NCCCN1C(C)CCCC1C)C(=O)c1cccnc1O2 (stereo unspecified)	105	0	0	31	95	-2	0	2	-2
CCOc1ccc(N(CC(=O)NCc2ccccc2Cl)S(=O)(=O)c2c(C)[nH]c(=O)[nH]c2=O)cc1	99	-3	6	7	100	0	4	1	-2
O=C(Oc1ccc2c(c1)OCC2=O)c1ccc(Cl)cc1	97	5	-5	-1	93	-5	-14	1	-1
O=C(O)C1=CCCNC1	113	/	5	/	116	/	5	4	/
CC(O)Cc1nsc(NC(=O)c2cccs2)n1 (stereo unspecified)	112	12	0	-10	109	-9	12	5	1
COc1ccc(S(=O)(=O)N2CCN(CC(=O)Nc3cccc(OC)c3)CC2)cc1	92	8	-4	0	91	-5	-8	1	-3
COCCn1nnnc1C(c1cc2cc(C)ccc2[nH]c1=O)N1CCN(C2CCCCC2)CC1 (stereo unspecified)	90	24	8	5	90	-12	-6	3	17
Cc1ccc(NC(=O)c2nc[nH]c2C(=O)Nc2ccc(C)cc2)cc1	105	19	-3	-18	101	-3	8	3	5
Cc1cccc(-n2c(SCC(=O)NCc3ccc4c(c3)OCO4)nc3ccccc3c2=O)c1	97	-4	6	18	104	4	0	0	-4

6 consecutive compounds out of the list so far, quoted:
SMILES	MEKK2wt PB1 HTS	UBC9 SUMO inh	IDE inh	NALP1 inh	MEKK3 PB1 HTS	p-CIP stab down	MEKK2mut PB1 HTS	IDE act	M18AAP inhibitor
Cc1ccc2c(c1)N(CC(=O)NCCCN1C(C)CCCC1C)C(=O)c1cccnc1O2 (stereo unspecified)	105	0	0	31	95	-2	0	2	-2
CCOc1ccc(N(CC(=O)NCc2ccccc2Cl)S(=O)(=O)c2c(C)[nH]c(=O)[nH]c2=O)cc1	99	-3	6	7	100	0	4	1	-2
O=C(Oc1ccc2c(c1)OCC2=O)c1ccc(Cl)cc1	97	5	-5	-1	93	-5	-14	1	-1
O=C(O)C1=CCCNC1	113	/	5	/	116	/	5	4	/
CC(O)Cc1nsc(NC(=O)c2cccs2)n1 (stereo unspecified)	112	12	0	-10	109	-9	12	5	1
COc1ccc(S(=O)(=O)N2CCN(CC(=O)Nc3cccc(OC)c3)CC2)cc1	92	8	-4	0	91	-5	-8	1	-3

(list continues)
SMILES	MEKK2wt PB1 HTS	UBC9 SUMO inh	IDE inh	NALP1 inh	MEKK3 PB1 HTS	p-CIP stab down	MEKK2mut PB1 HTS	IDE act	M18AAP inhibitor
COCCNC(=S)N1CCN(Cc2cccc(OC)c2)CC1	95	7	-3	7	91	4	-2	4	0
CCOc1ccccc1C(=O)Nc1cccc(-c2nnc(-c3ccccc3)o2)c1	105	31	1	9	109	-23	5	4	4
CC(C)(C)OC(=O)NN1CC(=O)N2Cc3ccccc3C[C@@H]2C1=O	101	-7	1	-9	102	-2	0	-4	-1
COc1ccc(/C=C(\C#N)C(=O)NC(C)c2ccccc2)cc1O (stereo unspecified)	94	9	-1	30	100	-11	-7	-1	7
O=C(/C=C/c1cccnc1)c1cccc(O)c1	104	3	-2	-10	106	-7	4	0	20
O=c1c2ccsc2ncn1Cc1ccccc1F	100	-11	2	0	96	4	5	4	6
Fc1cccc(Nc2nc(Cl)nc(Cl)n2)c1	3.0*[inhibitor]	14	3	13	3.0*[inhibitor]	-8	-22	0	-9
COc1ccc(/C=C/c2c(-c3cccc(C)c3)oc3ccc(-c4ccc5c(c4)OCO5)cc23)cc1	92	24	-1	6	94	-6	-4	/	7
CCn1cc(C(=O)N2CCOCC2)c(=O)c2cc(S(=O)(=O)N(C)C3CCCCC3)ccc21	107	2	2	/	106	-7	8	6	-7
FC(F)(F)c1cccc(-c2cc3ccccc3nc2N2CCCC2)c1	98	-8	-1	39	96	5	-3	4	5
COc1ccc(C(=O)Nc2ccc(N3CCOCC3)cc2)cc1S(=O)(=O)NC1CCCC1	88	-2	6	16	100	5	-9	-2	-5
Cc1ccccc1NC(=S)NC(=O)/C=C/c1ccco1	109	22	-1	16	111	-12	6	2	-3
CCOC(=O)CN(C(=O)CSc1nnc2c(n1)[nH]c1ccc(OC)cc12)c1ccc(F)cc1	94	21	-2	-2	95	-23	-2	-3	3
CCOC(=O)C1CCN(C(=O)CN2C(=O)c3ccccc3Sc3ncccc32)CC1	103	3	-1	-1	102	1	3	6	-1
CCOC(=O)C[C@H]1c2cc(F)ccc2S(=O)(=O)N1C1CCCC1	104	/	-6	/	99	/	5	1	/
